LYP inhibition = inhibitors of LYP phosphatase, biochemical, fluorescence intensity, uHTS (AID 1779) | Tyrosine-protein phosphatase non-receptor type 22 (Homo sapiens) | recombinant LYP phosphatase, fluorescence intensity; higher % means a stronger effect | one-dose inhibition, % at 11.5 µM; IC50 in µM for titrated hits | 290,000 tested, 0.054% active; in the data active = inhibition above about 50%;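 note: plate controls were vehicle with enzyme for no effect and no enzyme for full effect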
AID2073 = inhibitors of Mint1-CaV2.2 protein interaction, biochemical, HTRF (AID 2073). Voltage-dependent N-type calcium channel subunit alpha-1B (Homo sapiens). HTRF protein-protein interaction, Mint1-CaV2.2; higher % means a stronger effect. inhibition, % at 20 µM; hits with a dose series show IC50 in µM. 290,000 tested, 0.19% active; in the data active = inhibition mostly above about 51%, no sharp cut-off; inconclusive = no clear call, values can overlap the other calls; inactive = mostly below about 53%; note: some results filed as inactive read as strong as hits
RSV CPE inhibition = RSV antiviral activity via CPE protection, HEp-2 cells, primary 10 µM value included (AID 2391); CPE inhibition, % at 10 µM; hits with a dose series show IC50 in µM; 310,000 tested, 0.13% active; HEp-2 cells, RSV-induced CPE inhibition; higher % means a stronger effect; in the data active = a potency from the dose series; inconclusive = CPE inhibition mostly from about 23% at the one dose, without a potency; inactive = the rest, 99 in 100 with CPE inhibition below about 21%; note: strong numbers were not always called active
Dengue-2 NS5 capping = Dengue-2 NS5 methyltransferase inhibitors, primary screen, biochemical, confirmation dose response (AID 588689) | Dengue-2 NS5 methyltransferase capping enzyme assay, biochemical; higher % means a stronger effect | Genome polyprotein (Dengue virus type 2 (strain 16681-PDK53)) | 340,000 tested, 0.3% active | inhibition, % at 25 µM, or IC50 in µM where a hit was titrated; in the data active = a potency from the dose series; inconclusive = inhibition above about 29% without an active follow-up result
UTI89 phage lysis = inhibition of K1F phage lysis, E. coli UTI89, bacterial capsule biogenesis inhibitors, alamar blue (AID 488966). E. coli UTI89 K1F phage lysis, alamar blue, 2 h; higher % means a stronger effect. inhibition, % at 100 µM, or IC50 in µM where a hit was titrated. 340,000 tested, 0.02% active;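 active = phage lysis inhibition, versus mean bacterial control, above a set limit; inconclusive = no clear call, values can overlap the other calls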;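 note: capsule biogenesis inhibitors block K1F phage lysis so surviving cells raise fluorescence; higher fluorescence means more inhibition of phage lysis; actives were called in the ten point dose series up to 300 µM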
WT yeast gro inh = growth inhibition of WT strain, primary screen, mitochondrial fusion inhibitor project, WT and mutant strains, chemical genetic; mitochondrial fusion phenotypic screen; inhibition, % at 10 µM; 190,000 tested, 2.1% active; in the data active = inhibition above about 58%; tested in S. cerevisiae
Autophagy mod = autophagy modulators in MEF cells, primary screen, imaging, high-content, MEF GFP-LC3; MEF GFP-LC3 puncta imaging; test concentration mostly 10 µM; calls only at 10 µM (by protocol); 190,000 tested, 0.98% active; AID 463193, 2010;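 active = percentage of spot-positive cells more than 3 SD above its plate mean, without a fluorescence outlier flag or 80% toxicity; inconclusive = no clear call, values can overlap the other calls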;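 note: spot-positive cell cutoff set from DMSO-treated cells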
GPR35 antagonists = GPR35 antagonists blocking zaprinast-driven arrestin recruitment, primary screen, imaging, U2OS, beta-arrestin-GFP, zaprinast agonist (AID 2058) | U2OS GPR35 beta-arrestin-GFP translocation imaging, zaprinast antagonism; higher % means a stronger effect | 290,000 tested, 0.052% active | one-dose inhibition, % at 10 µM; IC50 in µM for titrated hits;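 active = inhibition of at least 50% with at least 30 cells and total cytoplasm GFP at most 10,000,000; inconclusive = under 30 cells or total GFP of 10,000,000 plus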
NTR1 agonist = agonists of NTR1, primary screen, imaging, U2OS cells, beta-arrestin-GFP, high content (AID 493036) | activation, % at 20 µM | Neurotensin receptor type 1 (Homo sapiens), P30989 | 330,000 tested, 0.17% active | NTR1-U2OS beta-arrestin-GFP spot imaging, agonist mode;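 active = activation at or above 40% of the spot to cytoplasm intensity ratio, with at least 20 cells analyzed; inconclusive = wells under 20 cells, flagged as cytotoxic or low count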;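 note: 0% = DMSO without peptide and 100% = 100 nM NTR1 peptide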
Target sequence (P30989 whole entry, looked up): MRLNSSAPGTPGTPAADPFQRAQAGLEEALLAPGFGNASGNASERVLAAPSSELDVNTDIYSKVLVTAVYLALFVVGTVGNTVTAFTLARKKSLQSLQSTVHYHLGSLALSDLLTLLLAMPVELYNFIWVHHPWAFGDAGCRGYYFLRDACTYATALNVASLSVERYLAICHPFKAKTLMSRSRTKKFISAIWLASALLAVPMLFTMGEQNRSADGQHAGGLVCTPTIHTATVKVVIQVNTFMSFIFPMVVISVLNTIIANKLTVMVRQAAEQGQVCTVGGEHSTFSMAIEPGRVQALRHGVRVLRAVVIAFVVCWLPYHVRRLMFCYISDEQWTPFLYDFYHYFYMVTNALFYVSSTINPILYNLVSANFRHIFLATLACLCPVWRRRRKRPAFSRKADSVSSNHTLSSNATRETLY
WT yeast gro inh mutant strain = further read-out of WT yeast gro inh, marked with its call; inhibition, %; mitochondrial fusion phenotypic screen, mutant strain inhibition
Autophagy mod cell loss 18 h = second read-out of Autophagy mod, no call of its own (marks repeat the call); toxicity, %; measured here: cell loss, nuclei count;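 cell loss after 18 h compound exposure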
NTR1 agonist cell count 20 µM = also measured in NTR1 agonist; calls as there; cell count; measured here: cell count, cytotoxicity flag
Dengue-2 NS5 capping pilot replicate = further read-out of Dengue-2 NS5 capping, marked with its call; inhibition, %; measured here: pilot screen replicate inhibition
* hit, by the source's call; i = inactive; ? = inconclusive; . = not tested or not shown; [ ] = dose if it differs, or a comment.

SMILES	LYP inhibition	AID2073	RSV CPE inhibition	Dengue-2 NS5 capping	UTI89 phage lysis	WT yeast gro inh	WT yeast gro inh mutant strain	Autophagy mod	Autophagy mod cell loss 18 h	GPR35 antagonists	NTR1 agonist	NTR1 agonist cell count 20 µM	others
Cn1ncc([N+](=O)[O-])c1C(=O)Nc1ccc2c(c1)OCCO2	1%	-13%	1.4%	.	0.3%	-20	-8	i	3	4%	1.1	56
COc1ccc2cc(CN(CC3CCCO3)C(=O)Nc3ccccc3)c(=O)[nH]c2c1 (centres undefined)	-7%	-4%	0.3%	-11%	-0.5%	-4	-3	i	-1	9%	0.7	25
NNC(=O)/C(=C\c1ccc(Br)cc1)NC(=O)c1cccs1	1%	7%	-2.2%	0%	0.3%	-7	-7	i	-16	-5%	2.1	59
CC(C)Oc1ccc(/C(O)=C2/C(=O)C(=O)N(CCN3CCNCC3)C2c2ccc(C(C)C)cc2)cc1 (centres undefined)	-2%	-3%	0.5%	-9%	0.2%	.	.	.	.	-4%	1.9	72
Cc1ccc(NC(=O)CSCC(=O)Nc2cccc(S(=O)(=O)N3CCCCCC3)c2)cc1	.	.	15%	-5%	0.1%[50 µM]	.	.	.	.	.	5.6	63
Cc1nnc(SCC(=O)NC2CCCCC2C)s1 (centres undefined)	-4%	9%	1.8%	-2%	0.1%	-7	-14	i	-1	2%	3.0	66
CC(C)(C)OC(=O)N/N=C/c1cn(-c2ccccc2)nc1-c1cccnc1	-3%	1%	11%	1%	0.1%	-8	-2	i	-5	-2%	2.6	28
CCCOc1ccc(Oc2cc(C)nc(SC)n2)nn1	-6%	1%	-0.6%	-7%	0.5%	0	-16	i	-7	1%	-0.8	88
O=C(Nc1cc2c3c(c1)CC(=O)N3CCC2)c1ccccc1Br	.	.	-2.6%	-4%	1.0%[50 µM]	.	.	.	.	.	-0.5	72
O=C(c1n[nH]c(=O)c2ccccc12)N1CCN(C2c3ccccc3-c3ccccc32)CC1	0%	-5%	21%	-8%	0.0%	1	6	i	1	-15%	2.3	85
CSc1nnc(N2C(=O)C(O)=C(C(=O)c3ccco3)C2c2ccc(F)cc2)s1 (centres undefined)	-6%	-26%	2.7%	1%	0.1%	.	.	.	.	-10%	.	.
CCOc1cc(S(=O)(=O)NCc2cccs2)ccc1Cl	-4%	0%	3.9%	-8%	0.6%	-1	-1	i	-1	22%	0.4	69
CCOC(=O)c1cnc(-c2ccccc2)nc1N	-1%	41%	0.4%	-2%	-1.5%	6	23	i	-7	-4%	-0.6	63
N#CC1=C(S)N(c2ccccc2)C(c2ccco2)NC1=O (centres undefined)	1%	2%	-0.4%	-7%	0.4%	-5	-1	i	-5	4%	0.2	50
COC1=CC2(O)CCCC2=CC1=O (centres undefined)	-7%	0%	-1.1%	-2%	-1.8%	.	.	.	.	-2%	-1.0	104
O=C(CCC(=O)N(CC(=O)NC1CCCC1)Cc1ccc(F)cc1)Nc1nccs1	-11%	-1%	0.7%	-3%	0.5%	.	.	.	.	1%	-0.5	55
Cc1noc(C)c1C(=O)N1CCCC(Nc2ccc(C(C)C)cc2)C1 (centres undefined)	-10%	2%	2.2%	2%	-0.1%	.	.	.	.	8%	-0.1	65
CC(C)c1ccc(NC2CCCN(C(=O)C3=NN(C)C(=O)CC3)C2)cc1 (centres undefined)	-7%	8%	-0.1%	-9%	0.4%	.	.	.	.	6%	0.9	60
COc1ccccc1NC(=S)N1CCCc2ccccc21	-2%	6%	-0.3%	-5%	0.3%	7	-7	i	18	9%	-0.1	43
O=C(CCN1CCCO1)NC1CCCc2c1cnn2-c1ccccc1F (centres undefined)	-10%	-3%	0.2%	-7%	0.2%	.	.	.	.	5%	0.3	67
O=C(Nc1ccc(Cl)cc1)c1ccncc1	-3%	-9%	3.9%	3%	6.9%	7	-1	i	-1	-4%	2.8	92
CC1CCN(CCCn2c(=S)[nH]c3ccc(N4CCOCC4)cc3c2=O)CC1	-3%	45%	-1.6%	-8%	1.1%	-12	37	i	-3	-2%	2.3	81
Cc1ccc(S(=O)(=O)N2CCN(c3ccccc3)CC2)cc1C(=O)NC1CCCCC1	-6%	-4%	8.1%	7%	1.7%[50 µM]	.	.	.	.	-8%	1.1	47
CC(C)C[C@@H](CSc1ccc(Br)cc1)N1CCN(CCc2ccccc2)CCC1=O	0%	-2%	-2.1%	-7%	-0.3%	.	.	.	.	-2%	3.5	88
C/C(=N\NC(=O)C1(C)CC1(Br)Br)c1ccc(C)cc1C (centres undefined)	-4%	-6%	1.5%	-4%	1.2%[50 µM]	.	.	.	.	8%	3.1	64
CC1CCN(C(=O)Cn2c(SCC(=O)Nc3nccs3)nc3ccccc32)CC1	-1%	-9%	-1.4%	-12%	2.8%	3	5	i	1	-11%	-1.1	65
O=C(OCC(=O)N1CCCCC1)c1ccc2c(c1)C(=O)N(Cc1ccco1)C2=O	.	.	1.7%	-6%	0.2%	.	.	.	.	.	0.0	59
Fc1ccc(-n2nnc(-c3ccccc3)n2)cc1	-5%	0%	0.3%	-8%	-0.2%	.	.	.	.	9%	-0.8	61	Dengue-2 NS5 capping pilot replicate=-4.0
COc1cc(NC(=O)c2ccc3c(c2)S(=O)(=O)N=C2CCCCCN23)cc(OC)c1	.	.	-1.1%	-1%	0.2%[50 µM]	.	.	.	.	.	-0.4	57
CC1CN(C(=O)c2ccc(COc3ccc(C(C)C)cc3)o2)CC(C)O1 (centres undefined)	10%	12%	8.0%	0%	0.3%	14	10	i	19	-3%	5.8	49
CCCc1cc(=O)[nH]c(/N=C(\N)Nc2ccccc2)n1	-8%	2%	1.6%	8%	0.5%	-7	5	i	1	-4%	-0.2	91	Dengue-2 NS5 capping pilot replicate=0.6
Cc1nn(CC(=O)NCCCN2CC(C)CC(C)C2)c(=O)c2cccn12 (centres undefined)	-8%	12%	0.7%	-7%	0.1%	.	.	.	.	28%	-0.2	87
O=C(CN1C(=O)C2C3CCC(C3)C2C1=O)OCC(=O)c1ccc(Br)cc1 (centres undefined)	-10%	5%	1.4%	6%	2.1%[50 µM]	.	.	.	.	-6%	-0.3	45
O=C1C(=O)N(CCN2CCCCC2)c2ccccc21	-4%	6%	0.9%	-1%	1.6%	-3	-11	i	-7	2%	1.5	35
CC1CCN(C(=O)c2ccc(CSc3nc4ccncc4n3Cc3ccc(F)cc3)cc2)CC1	4%	-2%	2.7%	3%	3.3%	-17	-10	i	11	-10%	5.1	64
CC(CCc1ccccc1)NS(=O)(=O)c1ccccc1 (centres undefined)	-6%	0%	1.2%	-9%	0.8%	0	3	i	46	28%	1.4	66
CCn1c(CNC(=O)c2cc(OC)c(OC)c(OC)c2)cc2ccccc21	-8%	1%	1.6%	-7%	1.2%	.	.	.	.	3%	1.1	65
O=C(CSc1nnc(CNC(=O)c2ccco2)o1)c1ccc(Cl)cc1	-3%	0%	1.8%	-2%	3.4%	6	-4	i	4	4%	0.7	43
CC(C)(C)C(=O)N1CCN(c2ccnc3cc(Cl)ccc23)CC1	-5%	2%	-0.3%	-5%	0.1%	.	.	.	.	-6%	1.3	71
CCOC(=O)c1c(NC(=O)COc2ccc3ccc(=O)oc3c2)sc(C(=O)N(C)C)c1C	-8%	23%	-0.5%	-10%	-0.2%	.	.	.	.	-5%	1.6	77
C=CCC(=O)N1CCCC(CO)(Cc2ccc(F)cc2F)C1 (centres undefined)	-12%	36%	0.2%	-3%	0.3%	.	.	.	.	-9%	0.8	87
Cc1c(NC(=O)/C(C#N)=C/c2ccc(-c3ccccc3Cl)o2)c(=O)n(-c2ccccc2)n1C	6%	-8%	?	5%	-1.5%	-5	-10	i	-4	-9%	0.5	45
CCCc1ccc2oc(C(=O)N(C)Cc3cnccn3)c(C)c2c1	-7%	4%	0.2%	-4%	1.0%[50 µM]	.	.	.	.	3%	-0.9	66
CCc1cccc(NC(=O)Cn2cccc2)c1	7%	8%	1.0%	-9%	5.3%	-16	-8	i	9	5%	0.9	78
COc1ccc(-c2cc(C(=O)OC(C)C(=O)Nc3c(C)n(C)n(-c4ccccc4)c3=O)c3ccccc3n2)cc1 (centres undefined)	-2%	12%	5.1%	-4%	2.4%	16	-6	i	5	2%	4.6	71
COc1ccc(NC(=O)CN2CCCN(S(=O)(=O)c3ccc(F)cc3)CC2)cc1	-1%	-59%	2.6%	-3%	1.5%	11	3	i	1	-2%	1.2	75
Cc1nc(N)sc1-c1csc(Nc2cccc(C(=O)O)c2)n1	-11%	0%	0.6%	26%	-2.4%	.	.	.	.	-4%	-0.4	67
CCC(C(=O)N1CC2(C)CC1CC(C)(C)C2)N1C(=O)c2ccccc2C1=O (centres undefined)	6%	-3%	1.4%	-2%	-0.1%	7	1	i	-34	16%	-1.1	40

2 records picked at random from the list so far, as already listed:
SMILES	LYP inhibition	AID2073	RSV CPE inhibition	Dengue-2 NS5 capping	UTI89 phage lysis	WT yeast gro inh	WT yeast gro inh mutant strain	Autophagy mod	Autophagy mod cell loss 18 h	GPR35 antagonists	NTR1 agonist	NTR1 agonist cell count 20 µM	others
COc1ccc(-c2cc(C(=O)OC(C)C(=O)Nc3c(C)n(C)n(-c4ccccc4)c3=O)c3ccccc3n2)cc1 (centres undefined)	-2%	12%	5.1%	-4%	2.4%	16	-6	i	5	2%	4.6	71
CCCc1ccc2oc(C(=O)N(C)Cc3cnccn3)c(C)c2c1	-7%	4%	0.2%	-4%	1.0%[50 µM]	.	.	.	.	3%	-0.9	66

The results go on:
SMILES	LYP inhibition	AID2073	RSV CPE inhibition	Dengue-2 NS5 capping	UTI89 phage lysis	WT yeast gro inh	WT yeast gro inh mutant strain	Autophagy mod	Autophagy mod cell loss 18 h	GPR35 antagonists	NTR1 agonist	NTR1 agonist cell count 20 µM	others
CCC(CC)C(=O)NC12CC3CC(CC(C3)C1)C2	-8%	4%	2.2%	-6%	0.6%	5	2	i	7	7%	0.1	46
O=C(COC(=O)CSc1ccc([N+](=O)[O-])cc1)NCCc1ccccc1	.	.	-2.1%	-8%	1.4%[50 µM]	.	.	.	.	.	-0.9	69
CCOC(=O)N1CCN(C(=O)c2cc3c(-c4ccc(Cl)cc4)nn(C)c3s2)CC1	-2%	7%	5.8%	0%	-0.3%	12	0	i	8	-11%	22	56
CCN(Cc1nc2ccccc2c(=O)[nH]1)Cc1nc2cc(OC)c(OC)cc2c(=O)[nH]1	-2%	-2%	-0.3%	-10%	0.0%	-9	-2	i	4	-1%	0.3	103
NC(=O)COC(=O)c1cc(Cl)cc(Cl)c1N	-12%	9%	10%	-7%	-0.9%	5	9	i	19	-12%	-0.2	32

High-throughput results: PubChem, several laboratories
